High-throughput results: PubChem BioAssay, Broad Institute
Xi reactivation – activators of inactive X chromosome reactivation, primary screen, imaging, XiGFP fibroblasts, GFP high-content imaging, set 2; hit rate 0.055% among 360,000; XiGFP mouse fibroblasts, % GFP-positive cells imaging, 3 d; cells co-treated with 5-aza-dC sensitizer; scaled so ellipticine positive control = 100%; AID 743238, 2013; activation, % at 7.58 µM;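 active means mean normalized replicate activation at least 10% and every replicate at or above 10%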;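 further: 0% = median of on-plate neutral control wells and 100% = ellipticine 6 µM median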
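Material: XiGFP fibroblasts, SV40-immortalized. Buffer or medium: DMEM plus 5-aza-dC sensitizer. Compound: single concentration per compound, delivered by pin transfer. Times: 3 days compound exposure. Controls: ellipticine 6 µM.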
RAD52 inh – RAD52 DNA annealing inhibitors, primary screen, biochemical, FRET, single point, set 2 | recombinant RAD52 DNA annealing, FRET fluorescence | inhibition, % at 18.7 µM | DNA repair protein RAD52 homolog (Homo sapiens), P43351 | hit rate 0.46% among 360,000;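 active means every replicate showing at least 50% inhibition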
Target sequence (P43351 whole entry, looked up): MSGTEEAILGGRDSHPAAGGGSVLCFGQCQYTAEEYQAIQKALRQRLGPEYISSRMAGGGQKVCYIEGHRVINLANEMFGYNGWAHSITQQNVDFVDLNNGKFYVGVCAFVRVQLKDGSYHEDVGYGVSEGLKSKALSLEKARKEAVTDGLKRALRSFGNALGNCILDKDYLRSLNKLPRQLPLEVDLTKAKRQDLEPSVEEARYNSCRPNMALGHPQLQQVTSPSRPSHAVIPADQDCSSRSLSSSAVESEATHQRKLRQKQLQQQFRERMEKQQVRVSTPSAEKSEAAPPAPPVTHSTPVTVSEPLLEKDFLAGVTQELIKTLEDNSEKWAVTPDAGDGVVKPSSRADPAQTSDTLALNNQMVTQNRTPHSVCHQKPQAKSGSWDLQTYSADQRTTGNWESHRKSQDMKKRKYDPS
RAD54 branch – inhibitors of human RAD54 branch migration, primary screen, biochemical, fluorescence, single point; DNA repair and recombination protein RAD54-like (Homo sapiens), Q92698; RAD54 Holliday junction branch migration, FAM/BHQ fluorescence; inhibition, % at 10.4 µM; hit rate 0.14% among 360,000;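 active means mean normalized replicate activity at least 40 and at least half of replicates scoring 40 or more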;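 further: 0% = median of neutral control wells and 100% = median of positive control wells; inhibitors cause a drop in the FAM fluorescence signal; in these data hits start at about 50%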
FN deposit inh – inhibitors of fibronectin matrix deposition, primary screen, AH1F cells, Alexa488-fibronectin fluorescence, plate reader. AH1F fibroblasts, overnight. inhibition, % at 12.6 µM. hit rate 0.086% among 350,000;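 active means mean inhibition across replicates of 30% or more, regardless of how many single replicates reach that level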;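 further: positive control wells lacked labelled fibronectin entirely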
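material = AH1F fibroblast monolayer depositing Alexa488-labelled fibronectin into matrix | amount = 10000 AH1F cells/well | buffer or medium = DMEM plus 2% serum, read in PBS | incubation = 1 h cell adhesion before compound, then overnight fibronectin incubation | detection = fluorescence at 485 nm excitation, 525 nm emission | evaluation = percent inhibition as loss of matrix-bound fibronectin fluorescence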
S100A4 inh HTS – inhibitors of S100A4-myosin IIA peptide binding, primary screen, biochemical, fluorescence polarization, TAMRA-MyoIIA peptide; Protein S100-A4 (Homo sapiens), P26447; inhibition, % at 10.7 µM; hit rate 0.14% among 360,000;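 active means mean inhibition of at least 70% across replicates, with every replicate also reaching that level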
Target sequence (P26447 whole entry, looked up): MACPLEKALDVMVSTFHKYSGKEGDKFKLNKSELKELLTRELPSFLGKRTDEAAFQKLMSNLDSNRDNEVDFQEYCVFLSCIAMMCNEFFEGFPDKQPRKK
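Test system: S100A4 monomer protein. Medium: HEPES buffer with Ca2+, pH 7.2. Reagent: fluorescent myosin IIA peptide, 5 nM. Compound dosing: single-point compound testing. Timing: 5 min between mix addition and reading. Benchmarks: DMSO neutral and TFP positive wells.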
E-selectin induc – E-selectin induction in HUVECs, primary screen, imaging, HUVEC, immunofluorescence imaging, single point; activation, % at 7.58 µM; P16581; normalized: neutral wells 0, TNF-alpha wells 100; hit rate 0.37% among 260,000; AID 686992, 2013;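 active means mean E-selectin-positive cell signal at least 10% of the positive control, reached in at least 60% of replicates, without over 20% cell loss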;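 further: in these data hits start at about 27%; measured in HUVEC primary endothelial cells; signal is the percent of cells scored E-selectin positive by PE staining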
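Assay system: HUVEC primary endothelial cells. Input: 3,000 HUVEC seeded per well. Doses: one compound dose added by pin transfer. Read-out basis: % PE-positive cells. Benchmarks: TNF-alpha high, DMSO low. Detection: immunofluorescence imaging. Buffer or medium: EGM-2, gelatin.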
EWS-Fli inh – EWS/Fli-driven NR0B1 reporter inhibitors, primary screen, A673 cells, NR0B1 luciferase, luminescence, MLPCN library; viability-normalised; inhibition, % at 12.6 µM; hit rate 0.67% among 350,000; AID 651661, 2012;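 active means mean inhibition of at least 50% after viability correction, with every replicate also passing that limit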;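 further: firefly luciferase signal divided by Alamar Blue viability fluorescence both relative to DMSO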
esBAF inh – Bmi1 luciferase reporter increase in mESCs, primary screen, esBAF inhibitor project, mouse ES cells, Bmi1 luciferase knock-in, single point. 24 h; 100% = twice the neutral-well signal. reporter increase, % at 12.5 µM. hit rate 2% among 350,000. AID 602393, 2012; in the data active means activation above about 40%;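 further: 0% = median of the plate's neutral control wells and 100% = double that signal; a rise in the Bmi1 reporter signal indicates esBAF inhibition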
Starred values were filed as active, the others as inactive; / = no result given.

SMILES	Xi reactivation	RAD52 inh	RAD54 branch	FN deposit inh	S100A4 inh HTS	E-selectin induc	EWS-Fli inh	esBAF inh
O=C(O)CCc1ccc(-c2cccs2)n1CC(=O)Nc1ccccc1C(F)(F)F	0.2	-10	/	11	3	-0.8	9	/
O=[N+]([O-])c1ccc(N2CCN(S(=O)(=O)c3ccc(Cl)cc3)CC2)cc1NCC1CCCO1 (stereo not given)	/	-6	-2	/	-5	/	/	6
CC(NC(=O)C(=O)N1CCCCC1)C(c1cccs1)N1CCN(Cc2ccccc2)CC1 (stereo not given)	0.0	-15	-6	-1	6	/	/	-4
CCCNC(=O)C[C@@H]1C[C@@H]2c3cc(NC(=O)c4cccnc4)ccc3O[C@@H]2[C@H](CO)O1	-0.1	/	12	-6	/	-0.1	-2	1
COCC(=O)N1[C@@H](CO)[C@H](c2ccc(-c3cccc(OC)c3)cc2)C12CN(C(C)=O)C2	0.3	-24	/	/	-8	-0.1	0	/
CCN1C(=O)[C@H]2[C@@H](c3ccc(OC)cc3)N[C@]3(CCCN(Cc4cccn4C)C3=O)[C@H]2C1=O	0.1	-33	-9	-4	-1	0.0	-1	0
O=C(Nc1c(C(=O)N2CCCCC2)cnn1-c1ccccc1)c1ccccc1F	0.0	-10	10	1	7	-0.3	/	0
CC(C)NC(=O)CSc1nccc(-c2cccs2)n1	0.1	-2	/	4	1	1.9	-8	-2
CN(C)S(=O)(=O)Oc1ccsc1C(=O)Nc1ccc(Br)cc1	0.0	-8	/	2	0	/	9	/
COc1cc2c(cc1OC)C(c1c(-c3c(Cl)cccc3Cl)noc1C)=NCC2	-0.2	8	/	2	-4	-3.7	5	/

Single records, as listed above.
CCN1C(=O)[C@H]2[C@@H](c3ccc(OC)cc3)N[C@]3(CCCN(Cc4cccn4C)C3=O)[C@H]2C1=O is listed as Xi reactivation: 0.1; RAD52 inh: -33; RAD54 branch: -9; FN deposit inh: -4; S100A4 inh HTS: -1; E-selectin induc: 0.0; EWS-Fli inh: -1; esBAF inh: 0
COc1cc2c(cc1OC)C(c1c(-c3c(Cl)cccc3Cl)noc1C)=NCC2 is listed as Xi reactivation: -0.2; RAD52 inh: 8; RAD54 branch: /; FN deposit inh: 2; S100A4 inh HTS: -4; E-selectin induc: -3.7; EWS-Fli inh: 5; esBAF inh: /
CN(C)S(=O)(=O)Oc1ccsc1C(=O)Nc1ccc(Br)cc1 is listed as Xi reactivation: 0.0; RAD52 inh: -8; RAD54 branch: /; FN deposit inh: 2; S100A4 inh HTS: 0; E-selectin induc: /; EWS-Fli inh: 9; esBAF inh: /

Further entries.
SMILES	Xi reactivation	RAD52 inh	RAD54 branch	FN deposit inh	S100A4 inh HTS	E-selectin induc	EWS-Fli inh	esBAF inh
CC(C)NC(=O)N(C)C[C@@H]1Oc2c(NC(=O)c3ccncc3)cccc2C(=O)N([C@H](C)CO)C[C@H]1C	-0.3	-15	-1	-9	1	0.1	-6	-4
Cc1noc(C)c1S(=O)(=O)Nc1ccc2c(c1)C(=O)N([C@H](C)CO)C[C@@H](C)[C@@H](CN(C)C(=O)Nc1cccc3ccccc13)OCCCC[C@@H](C)O2	0.0	7	2	1	-4	0.3	-23	22
COC(=O)[C@]1(C)CCC[C@@]2(C)C3CC[C@@]4(C)C[C@]3(CCC21)CC(=O)N4 (stereo not given in full)	0.0	-2	-4	0	12	0.3	-3	-6
CCCCCc1c(O)nc(SCCN2CCOCC2)[nH]c1=O	-0.1	-8	/	5	-5	/	7	/
COc1cccc(CN(C)C(=O)CN2C(=O)NC3(CCCc4ccccc43)C2=O)c1 (stereo not given)	0.4	-3	-10	5	-16	-0.6	0	-1
COc1ccc(/C=N/NC(=O)c2sc(C)nc2C)cc1	0.0	-8	/	-2	-3	/	0	8
C[C@H]1CN([C@@H](C)CO)C(=O)c2cccc(NC(=O)CCCCCC(=O)Nc3ccccc3N)c2O[C@@H]1CN(C)CC1CC1	-0.2	9	/	/	-12	-0.2	6	/
C[C@@H]1CN([C@@H](C)CO)C(=O)Cc2cc(NS(=O)(=O)c3cccs3)ccc2O[C@@H]1CN(C)C(=O)Nc1ccc(F)cc1	0.1	-1	8	/	13	-0.4	1	-2
COc1ccc(NS(=O)(=O)c2cccc(C(=O)NNC(=O)CNC(=O)c3ccco3)c2)cc1	0.0	-1	-2	/	1	0.5	/	/
CN(NC(=O)CN1C(=O)c2ccccc2C1=O)C1=NS(=O)(=O)c2ccccc21	-0.1	-9	0	4	-1	/	2	1
O=C(NCc1ccco1)C1CCC(CNS(=O)(=O)c2cccc3cccnc23)CC1 (stereo not given)	0.1	-17	1	-1	-4	/	6	4
CO[C@H]1CN(C)C(=O)c2cc(NC(=O)NC3CCCCC3)ccc2OC[C@@H](C)NC[C@@H]1C	0.0	-1	-4	-1	17	-0.1	1	-2
CN(C(=O)c1ccccc1C(=O)OCC(=O)NC(=O)NC(C)(C)C)C1CCCCC1	0.0	-17	/	-7	-4	2.0	1	/
CC(C)CC#Cc1cnc2c(c1)C(=O)N([C@@H](C)CO)C[C@H](C)[C@@H](CN(C)C(=O)Cc1cccnc1)O2	-1.3	1	1	-6	6	0.4	0	-1
COc1ccc(N(CC(=O)Nc2cccnc2)S(=O)(=O)c2ccccc2)cc1Cl	0.4	-9	-2	4	-11	/	-11	-9
CCn1c(C)nc2cc(C(=O)N/N=C/c3ccc(OC)cc3)ccc21	0.0	-10	/	4	-20	/	-8	/
Cc1cnc(CN(C)C(=O)c2ccc3oc(Cc4ccccc4)nc3c2)[nH]1	0.0	-3	1	/	-7	-0.2	2	3
Cc1cccc(S(=O)(=O)N2CC[C@H]3[C@@H](CO)N(C)c4ccc(-c5ccccc5F)cc4[C@H]32)c1	0.1	1	-1	14	4	0.5	-4	2
COc1cc(/C=C2\CCC(C)C3=C(c4cc(OC)c(OC)c(OC)c4)C(C#N)=C(N)OC32)cc(OC)c1OC (stereo not given)	0.0	-92	/	0	42	0.1	4	/
C/C(N)=C(/C#N)C(=O)CSc1cc(C)c2ccccc2n1	0.2	-19	0	4	-5	/	-6	-1
O=C(c1ccncc1)N1CC(=O)N2[C@H](CO)[C@H](c3ccc(-c4ccccc4)cc3)[C@@H]2C1	0.1	0	/	/	10	0.8	4	/
C=CCC1NS(=O)(=O)OC2CCCC12 (stereo not given)	0.0	5	-4	-1	-1	/	-6	6
COc1ccc(NC(=O)CCC(=O)Nc2nnc(C(C)C)s2)cc1Cl	0.0	-21	12	-5	34	-0.6	5	-3
O=C(Nc1nc(-c2ccc3c(c2)Cc2ccccc2-3)cs1)c1ccccc1	-0.3	10	/	-4	-2	-1.8	-22	/
COc1ccc2[nH]c(=O)c(CN(C(C)=O)C3CCCCC3)cc2c1	/	-18	/	/	-6	/	-2	12
COc1ccccc1/C=N/NC(=S)Nc1cccnc1	0.0	-9	/	0	5	/	4	/
COc1ccc(NC(=O)CC(C)CC(=O)NCc2ccc(F)cc2)c(OC)c1 (stereo not given)	0.0	-16	-10	2	4	0.5	-2	-6
c1ccc(CSc2nncn2-c2ccccn2)cc1	/	-6	1	10	0	/	/	7
CCCCC1=CC2=C(c3ccco3)C(=O)C(C)(OC(=O)c3ccc(OC)cc3)C(=O)C2=CN1c1ccc(OC)cc1 (stereo not given)	0.0	/	-1	-10	/	-0.1	5	-3
COCCCNc1oc(-c2ccccc2F)nc1C#N	0.3	-8	-8	-20	-7	0.0	-40	-9
CC(=O)NC(c1ccc(C)cc1)c1cc(Cl)c2cccnc2c1O (stereo not given)	0.0	-5	8	13	-2	0.1	12	-44
CN(C)c1ccccc1-c1csc(N2CCC(C(N)=O)CC2)n1	0.0	-7	2	-4	-4	0.1	-139	70*
Cc1cccc(N2CN(Cc3cccnc3)CNC2=S)c1	0.1	-5	/	3	-7	/	3	/
Cc1cccc(NC(=O)Cn2c(=O)oc3ccccc32)n1	0.3	-20	-6	2	-25	-1.2	-5	-2
COc1ccc(NC(=O)Nc2ccc3c(c2)[C@H]2C[C@H](CC(=O)NC4CCCC4)O[C@H](CO)[C@H]2O3)cc1	0.0	-5	-6	-5	5	0.4	12	2
COc1ccc2[nH]c3c(c(=O)c2c1)CCCC3	-0.1	-28	-10	-6	-6	0.0	-6	-1
Cc1c([N+](=O)[O-])cc(S(=O)(=O)Nc2ccncc2)cc1[N+](=O)[O-]	-0.1	-16	-3	0	-8	0.6	-18	9
CCN(CC)C(=O)c1nn(Cc2ccccc2)c(=O)c2ccccc12	0.0	-6	-4	/	2	0.6	/	1
CCOC(=O)C1CCCN(C(=O)c2sc3nc(-c4ccccc4)cn3c2C)C1 (stereo not given)	/	-22	-12	/	20	/	/	5
C/C(=N\NC(=O)c1ccco1)c1cc(Cl)sc1Cl	0.0	-11	-7	3	7	-0.1	-61	34
O=C(NC(=S)Nc1ccccc1N1CCCCC1)c1ccccc1	0.3	-6	6	2	-2	/	14	-17
Cc1ccc(CNC(=O)COC(=O)CCCOc2ccc(Cl)cc2Cl)cc1	0.1	-7	-3	/	0	/	28	-8
C[C@H]1CN([C@@H](C)CO)C(=O)Cc2cc(NC(=O)NC3CCCCC3)ccc2O[C@H]1CN(C)S(=O)(=O)c1ccc(Cl)cc1	-0.3	2	10	/	1	1.6	-5	-7
COc1ccc(-c2oc3ccc(-c4cc(OC)c(OC)c(OC)c4)cc3c2-c2ccc(OC)cc2)cc1	0.0	-67	/	-5	-20	/	17	/
COCCNC(=S)NCCc1ccc(Cl)cc1Cl	0.0	-5	/	0	0	/	-7	/
O=C(Nc1ccccc1C(=O)Nc1nnc(C(F)(F)F)s1)c1ccccc1Cl	0.3	0	/	3	-3	-6.3	17	/
O=C(C[C@@H]1C[C@@H]2c3cc(NC(=O)c4ccc5c(c4)OCO5)ccc3O[C@@H]2[C@H](CO)O1)NC1CCCC1	0.0	2	-13	-10	-14	-0.1	1	-1
COc1ccccc1-c1ccc([C@@H]2[C@@H](CO)N(CC3CC3)C23CN(S(C)(=O)=O)C3)cc1	0.0	-12	/	-13	-21	0.0	4	/
COc1cccc(-c2ccc([C@H]3[C@@H](CO)N4CCCCN(CC5CC5)C[C@H]34)cc2)c1	0.0	6	0	/	35	-0.2	-14	4
C[C@@H]1CN([C@H](C)CO)C(=O)c2c(c3ccccc3n2C)-c2ccccc2CO[C@H]1CN(C)C(=O)[C@@H]1CCCN1C	0.5	-7	-4	-7	11	-0.1	-4	9
CC(=O)N1CC(=O)N2[C@H](C1)[C@H](c1ccc(-c3ccncc3)cc1)[C@@H]2CO	0.5	6	/	/	2	-0.1	-6	/
COc1ccc(-c2oc3cccnc3c2C#CC2(O)CCCCC2)cc1	0.0	-45	3	-1	-3	0.2	0	-16
